Eya2 inh = blocks the phosphatase activity of human Eya2. O00167. recombinant Eya2, OMFP fluorescence dephosphorylation (OMFP is methylfluorescein phosphate). Potency, µM (top dose mostly 76.9 µM), for the others: at the highest dose activity, negative = inhibition, hits mostly inhibitors. 330,000 compounds, 0.006% hits. AID 488837; further: potency means the concentration at half of the fitted maximal effect; on the % scale 0 is the no-effect control and ±100 the full control effect
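Eya2 protein (added as 0.2 uM solution) was preincubated with compound for 10 min at ambient temperature in 50 mM HEPES pH 7.5, 50 mM NaCl, 5 uM MgCl2, 0.05% BSA, 1 mM DTT. OMFP (added at 50 uM) then reacted 10 min; fluorescence read at 485/525 nm.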
PKM2 activator = increases activity of human pyruvate kinase M2; P14618; purified PKM2, Kinase-Glo ATP luminescence, activation; response scale: 0% is enzyme alone, no compound; Potency, µM (highest dose often 57.5 µM), for inactives: at the highest dose activation, most hits filed as activators; 260,000 compounds, 0.34% hits; AID 1631; further: potency means the concentration at half of the fitted maximal effect; on the % scale 0 is the no-effect control and ±100 the full control effect; nearly all actives have a fitted effect of over 55% in size
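Kinase-Glo luminescence reports ATP generated from ADP (0.1 mM) and PEP (0.5 mM) by purified hPK-M2 after 1 h at room temperature, pH 7.2 imidazole buffer; intermediate enzyme activity allows detecting inhibitors and activators.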
MBNL1-CUG inh = MBNL1-poly(CUG) RNA binding inhibition | TR-FRET MBNL1-His/biotin-(CUG)12 binding, 665/545 ratio | Potency, µM (doses to about 57.5 µM), for inactives: at the highest dose activity change, negative = inhibition, usual class: inhibitors | 280,000 compounds, 0.036% hits; active means well fitted inhibition curve with a large enough effect in the signal ratio, with a control signal flat, not every such curve was filed as active; inconclusive means small, poorly fitted or top-dose-only effect, or effect the other way, or a change in a side signal; inactive means no such curve, though single readings can be large or run the other way; the % refers to the signal ratio; further: potency means the concentration at half of the fitted maximal effect; on the % scale 0 is the no-effect control and ±100 the full control effect
Target sequence (Q9NR56 whole entry, looked up): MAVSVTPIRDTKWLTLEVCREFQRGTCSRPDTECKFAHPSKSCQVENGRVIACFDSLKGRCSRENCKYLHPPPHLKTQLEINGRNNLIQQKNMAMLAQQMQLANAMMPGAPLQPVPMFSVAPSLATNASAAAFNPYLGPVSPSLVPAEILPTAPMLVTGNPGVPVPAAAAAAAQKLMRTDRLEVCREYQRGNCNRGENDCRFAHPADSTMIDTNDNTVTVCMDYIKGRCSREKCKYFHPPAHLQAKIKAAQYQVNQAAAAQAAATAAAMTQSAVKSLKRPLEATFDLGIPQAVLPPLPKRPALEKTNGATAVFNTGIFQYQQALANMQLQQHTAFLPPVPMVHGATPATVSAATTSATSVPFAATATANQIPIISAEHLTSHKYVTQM
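MBNL1-His + Biotin-(CUG)12, cpd titration 92 nM–58 uM; Tb anti-His Ab 0.055 ng/ul, SA-XL665 5 nM (final); 60 min RT; ratiometric 665/545 nm, Ex 340 nm; normalized to buffer and full-complex controls.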
hERG WT inh = blocks the wildtype human KCNH2 potassium channel. activity change, % at 1.84 µM. AID 720551. 340,000 compounds, 0.37% hits. U2OS, BacMam KCNH2, thallium flux FluxOr; hits give low values;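 active means maximum activity change below -70%; inconclusive means maximum activity change between -70% and -50%; inactive means maximum activity change above -50%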; further: on the % scale 0 is the no-effect control and ±100 the full control effect
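U2OS cells transduced with wild-type KCNH2 virus are loaded with FluxOr dye for 45 min, and thallium flux is measured in kinetic reads before and after stimulation buffer. Rate constants are normalized to DMSO controls.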
S-ASM inh = blocks human secretory acid sphingomyelinase | 340,000 compounds, 0.006% hits | placental ASM, HMU-PC fluorogenic substrate, 60 min | P17405 | Potency, µM (highest dose often 57.5 µM), for inactives: at the top dose activity change, negative = inhibition, actives largely listed as inhibitors | AID 504937; further: potency means the concentration at half of the fitted maximal effect
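Fluorescence read-out (Ex 386 nm, Em 447 nm) after stopping the reaction at pH 10. Enzyme: ASM from human placenta; substrate HMU-PC0, 9 uM final; 60 min, 37 °C. Compound preincubation 10 min, ambient temperature.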
GALK inh = inhibitors of human galactokinase. P51570. Purified GALK, Kinase-Glo residual ATP luminescence. Potency, µM (titrated, usually from 57.5 µM), for the others: at the highest dose activity change, negative = inhibition, hits mostly inhibitors. 270,000 compounds, 0.007% hits. AID 1868; further: potency means the concentration at half of the fitted maximal effect; on the % scale 0 is the no-effect control and ±100 the full control effect
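Compounds were pin-transferred into ATP buffer (35 uM final), then GALK plus galactose (5 nM, 100 uM final) was added. After 1 h at room temperature, Kinase-Glo Plus was added and luminescence read after 10 min.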
Menin-MLL TR inh = menin-MLL binding inhibition, Texas Red mutant peptide; AID 1768; O00255; 270,000 compounds, 0.23% hits; Menin + Texas Red MLL mutant peptide, fluorescence polarization; Potency, µM (titrated, usually from 61.6 µM), for inactives: at the highest dose FP activity change, negative = inhibition, usual class: inhibitors; active means well fitted inhibition curve with a large enough effect in the polarisation, with a control signal flat, not every such curve was filed as active; inconclusive means small, poorly fitted or top-dose-only effect, or effect the other way, or a change in a side signal; inactive means no such curve, though single readings can be large or run the other way; the % refers to the polarisation; further: potency means the concentration at half of the fitted maximal effect; % of control where 0% means no effect; many of its hits are not listed in these tables
BCR signal inh = chronic active BCR signaling inhibition; ABC-DLBCL IkBa-CBG/CBR reporter, luminescence ratio, 4 h; Potency, µM (doses to about 46.1 µM), without a hit: at the highest dose ratio change, negative = lower green/red ratio, usual class: inhibitors; 340,000 compounds, 0.05% hits; active means well fitted inhibition curve with a large enough effect in the signal ratio, with a control signal flat, not every such curve was filed as active; inconclusive means small, poorly fitted or top-dose-only effect, or effect the other way, or a change in a side signal; the % refers to the signal ratio;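 further: potency means the concentration at half of the fitted maximal effect; plate controls were basal doxycycline-induced cells for no effect and cells given 10 µM MG132 for full effect; MG132 reads +100%, hits lower the ratio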
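Doxycycline induced both beetle luciferases in TMD8 lymphoma cells; IKK-driven degradation limits the IkappaBalpha-fused green signal, while red luminescence normalises for cell number and nonspecific effects. Compounds tested up to 46 uM, 4 hrs.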
TSHR antag = human thyrotropin receptor antagonism | TSHR-expressing cells, TSH-stimulated cAMP HTRF, 2 h; hits give low values | activity change, negative = inhibition, % at 11.5 µM | AID 504810 | 330,000 compounds, 0.2% hits;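 active means activity change below a set negative limit, meaning inhibition stronger than a set level, cut at about -70% in these data; inconclusive means activity change between two set negative limits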; further: on the % scale 0 is the no-effect control and ±100 the full control effect
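TSHR-expressing cells, 200/well, pre-treated with compound, then stimulated with EC80 TSH (4nM final) for 2 hours at 37 deg C. cAMP measured by competitive HTRF: anti-cAMP cryptate antibody in lysis buffer plus cAMP-d2, read after 30 minutes at room temperature.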
USP2a inh = inhibitors of human ubiquitin-specific protease USP2a; USP2 core, Ub-CHOP2 coupled fluorogenic reporter, 485/531; 330,000 compounds, 0.01% hits; Potency, µM (series often up to 38.3 µM), without a hit: top-dose activity change, negative = inhibition, actives largely listed as inhibitors; O75604; AID 463254;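 further: potency means the concentration at half of the fitted maximal effect; plate controls were DMSO wells for no effect and full inhibition by NEM control for full effect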
Target sequence (O75604 whole entry, looked up): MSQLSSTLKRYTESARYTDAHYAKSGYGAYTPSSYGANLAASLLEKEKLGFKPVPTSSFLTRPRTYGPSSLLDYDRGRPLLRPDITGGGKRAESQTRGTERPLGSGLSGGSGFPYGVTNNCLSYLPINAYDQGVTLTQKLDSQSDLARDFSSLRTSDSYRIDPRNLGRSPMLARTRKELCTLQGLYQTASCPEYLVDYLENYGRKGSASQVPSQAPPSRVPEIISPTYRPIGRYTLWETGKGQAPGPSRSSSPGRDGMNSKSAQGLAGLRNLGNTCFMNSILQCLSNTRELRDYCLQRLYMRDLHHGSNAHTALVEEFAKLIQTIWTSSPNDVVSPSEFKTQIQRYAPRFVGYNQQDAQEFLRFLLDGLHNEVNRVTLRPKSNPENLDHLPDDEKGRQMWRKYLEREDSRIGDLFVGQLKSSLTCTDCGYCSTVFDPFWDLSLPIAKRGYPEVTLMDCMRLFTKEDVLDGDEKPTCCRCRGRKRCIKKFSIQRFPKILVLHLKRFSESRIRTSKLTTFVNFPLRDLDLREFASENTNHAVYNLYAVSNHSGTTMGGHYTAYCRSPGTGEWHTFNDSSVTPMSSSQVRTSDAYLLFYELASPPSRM
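Cell-free coupled assay: 10nM USP2 core preincubated 30min RT with compound in Tris-HCl pH 8.0/CaCl2/CHAPS buffer, then 25nM Ub-CHOP2 and 25nM reporter substrate; fluorescence (Ex 485/Em 531) read after 60min RT, normalized to NEM inhibition, concentration-response curves fitted.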
Mito fusion yeast = mitochondrial division inhibition or fusion activation; Potency, µM (titrated, usually from 46.1 µM), without a hit: at the top dose growth rescue (activation), most hits filed as activators; S. cerevisiae fusion-defective mutant growth rescue, CellTiterGlo 48 h; 320,000 compounds, 0.23% hits;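 further: potency means the concentration at half of the fitted maximal effect; % of control where 0% means no effect; nearly all actives have a fitted effect of over 45% in size; temperature-sensitive fusion mutants such as fzo1-1 at 37 °C on non-fermentable ethanol glycerol medium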
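Temperature-sensitive fusion-defective S. cerevisiae (e.g. fzo1-1, mgm1-5) were grown with compound in YPEG medium (3% ethanol, 3% glycerol) for 48 hours at 37C. Growth rescue was measured as viability by CellTiterGlo luminescence after 10 minutes at ambient.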
Numbers without * were called inactive; ? = inconclusive; . = no result given; & = joins results of further samples. Unless noted, the call rests on the fitted dose curve; in most records, active means well fitted curve in the direction sought with a large enough effect; inconclusive means small, poorly fitted or top-dose-only effect, or another doubt; inactive means no such curve, though single readings can be large; an effect the other way counts as inactive or inconclusive.

SMILES	Eya2 inh	PKM2 activator	MBNL1-CUG inh	hERG WT inh	S-ASM inh	GALK inh	Menin-MLL TR inh	BCR signal inh	TSHR antag	USP2a inh	Mito fusion yeast
Cc1cccc(N2CCN(C(=O)c3cc(COc4ccc(F)c(F)c4)on3)CC2)n1	0.6%	.	-8.2%	2.9	-0.6%	-3.6%	.	3.0%	-12.0	1.9%	-10.9%
CC(OC(=O)C1CC1)C(=O)Nc1ccc([N+](=O)[O-])cc1Cl (configuration not stated)	-8.2%	4.3%	?	-3.6	4.4%	0.6%	0.2%	?	4.2	1.9%	1.8%
O=C(CSc1nnnn1-c1ccccc1)Nc1ccccc1	-23.4%	-0.7%	?	-11.2	-4.5%	5.1%	-0.7%	-10.3%	-18.5	0.5%	0.6%
CC1CC(C)CN(S(=O)(=O)c2ccc(NC(=O)C3CC(=O)N(Cc4ccccc4)C3)cc2)C1 (configuration not stated)	-3.5%	1.6%	-2.6%	-8.0	-4.8%	3.3%	.	4.2%	-10.0	-6.1%	-1.2%
CCOc1nc(-c2ccccc2Cl)nc2ccccc12	9.2%	-1.7%	-7.3%	-3.5	-4.7%	-1.8%	.	-22.1%	-10.1	-4.2%	-2.6%
CC1CCc2sc(C(=O)N/N=C/c3ccc(O)cc3)cc2C1 (configuration not stated)	-8.4%	0.1%	.	9.5	-26.7%	4.0%	.	-16.7%	-5.0	0.0%	17.8%
CC1(C)CC(CCN)(Cc2ccccc2Cl)CCO1 (configuration not stated)	0.6%	5.3%	3.5%	-14.5	0.7%	-1.3%	.	8.6%	-13.3	0.0%	-4.6%
Cn1c(N)c(C(=O)COC(=O)c2cc(C3CC3)nc3ccccc23)c(=O)n(Cc2ccccc2)c1=O	-5.9%	0.0%&-0.2%	24.6%	-1.0	-8.3%	.	?	0.0%	-6.0	3.0%	16.8%
CC(C)CNC(=O)C1CCCN(S(=O)(=O)c2ccc(-n3cnnn3)cc2)C1 (configuration not stated)	14.0%	15.4%	3.2%	2.8	2.0%	1.5%	11.3%	-0.8%	-4.0	-1.1%	0.5%
O=C(NCc1ccco1)C(c1ccco1)N(Cc1cccs1)C(=O)Cn1nnc2ccccc21 (configuration not stated)	1.4%	15.1%	1.3%	-7.7	-4.1%	-0.8%	1.4%	-8.3%	-6.8	0.5%	5.8%
CCOc1ccc(N2C(=O)C3C(C2=O)C3(c2ccccc2)c2ccccc2)cc1 (configuration not stated)	0.1%	0.6%	9.4%	1.8	-7.8%	0.6%	9.1%	?	-0.5	1.2%	9.4%
COc1cc(C(=O)Nc2cccc(-c3nnc(-c4ccco4)o3)c2)ccc1OC(C)=O	-14.3%	-0.3%	-12.0%	-10.5	-8.2%	7.2%	28.4%	?	-14.3	-0.7%	2.1%
Cn1c(=O)c([N+](=O)[O-])c(NCCCn2ccnc2)c2ccccc21	-11.0%	0.0%	.	-1.2	-1.0%	1.5%	.	0.1%	9.1	3.7%	5.0%
CCn1c(=O)c2ccccc2n(CC(=O)NCCC2=CCCCC2)c1=O	-7.8%	0.1%	8.0%	-8.4	-1.3%	-0.5%	20.8%	-0.5%	-12.4	3.4%	-5.7%
Cc1ccc(S(=O)(=O)NC(c2ccccc2)C(C)C(=O)n2nc(C)cc2C)cc1 (configuration not stated)	8.1%	6.3%	-3.1%	-0.3	0.4%	0.5%	2.8%	13.2%	9.7	-1.8%	13.3%
O=C1Cc2ccccc2C(c2ccccc2)N1 (configuration not stated)	-9.8%	-14.1%	14.9%	-4.3	0.8%	-4.3%	-5.7%	-1.4%	-37.3	1.8%	-16.5%
COc1ccc(S(=O)(=O)N2CCOCC2)cc1NC(=O)c1cccc(Cl)c1	13.4%	1.0%	11.1%	0.8	-3.4%	6.3%	9.3%	-5.4%	-2.8	0.8%	-0.8%
Cc1ccc(S(=O)(=O)N2[C@@H](c3ccc(Cl)cc3)C(C(=O)O)=C[C@H]2C(C)(C)C)cc1	-4.4%	.	.	-13.6	-8.9%	.	.	-0.4%	-6.4	0.8%	.
Cc1cc(C)c(NC(=O)COC(=O)C2CCCO2)c(C)c1 (configuration not stated)	9.2%	.	.	-2.4	2.3%	.	.	0.4%	-8.4	1.9%	.
CC(C)(C)NCC(O)COc1cccc2c1CCC(=O)N2 (configuration not stated)	1.9%	.	.	-12.5	2.6%	.	.	-11.6%	0.4	-1.0%	-3.8%

Just BCR signal inh and USP2a inh (two entries from above):
| compound | BCR signal inh | USP2a inh |
| --- | --- | --- |
| Cn1c(=O)c([N+](=O)[O-])c(NCCCn2ccnc2)c2ccccc21 | 0.1% | 3.7% |
| CCn1c(=O)c2ccccc2n(CC(=O)NCCC2=CCCCC2)c1=O | -0.5% | 3.4% |

(next part)
SMILES	Eya2 inh	PKM2 activator	MBNL1-CUG inh	hERG WT inh	S-ASM inh	GALK inh	Menin-MLL TR inh	BCR signal inh	TSHR antag	USP2a inh	Mito fusion yeast
Cc1cc(=O)[nH]c(SC(C(=O)O)c2ccccc2)n1 (configuration not stated)	1.3%	14.3%	-3.2%	15.9	4.6%	1.1%	0.1%	0.1%	-0.8	-0.6%	-2.3%
COc1ccc(N/C=C/C(=O)c2sc(-c3ccccc3)nc2C)cc1	10.5%	-1.7%	6.6%	12.5	-20.4%	5.0%	20.2%	?	26.3	8.3%	-8.0%
COc1cccc(-c2cc(C(=O)N3CC4(C)CC3CC(C)(C)C4)no2)c1 (configuration not stated)	-29.3%	-1.6%	-5.9%	-8.1	-7.4%	1.3%	?	-1.0%	-4.1	-0.5%	-8.7%
C=CCNc1nc(-c2cc3ccccc3o2)cs1	-7.7%	-4.3%	19.6%	-0.4	2.3%	-3.5%	5.3%	?	1.8	1.3%	0.2%
Cc1sc2nc(SCC(=O)Nc3cccc(S(N)(=O)=O)c3)[nH]c(=O)c2c1C	6.0%	.	.	-13.2	-1.8%	.	.	3.1%	-7.9	1.3%	.
Nc1cc(=O)[nH]c(SCc2nnnn2-c2ccc(Cl)cc2)n1	-1.3%	15.9%	-5.4%	-12.2	3.6%	.	-6.9%	-11.6%	3.9	-2.3%	-1.9%
COc1cc(/C=N/NC(=O)c2ccncc2)cc2c1OCO2	4.2%	.	?	.	-0.3%	3.4%	?	-2.2%	-2.5	0.1%	5.3%
CCOc1ccc(C(=O)Nc2ccc3c(c2)OCO3)cc1OCC	-4.0%	-5.1%	-9.0%	5.8	-0.3%	-1.1%	4.1%	0.3%	8.1	1.2%	-1.9%
CCn1c(NCc2ccccc2NS(=O)(=O)c2ccc(C)cc2)nc2ccccc21	6.3%	3.6%	-6.4%	-3.2	-8.1%	0.3%	?	11.3%	42.3	0.5%	-1.6%
Cn1c(O)c(N=NC(=O)CNC(=O)c2cccnc2)c2ccccc21	0.4%	.	?	7.9	0.1%	-0.7%	.	-8.1%	-10.5	3.4%	-3.9%
CCOC(=O)N1CCN(CC(O)COc2c(C)cc(C)cc2C)CC1 (configuration not stated)	1.4%	.	2.7%	10.0	1.8%	-0.9%	-8.3%	-1.9%	10.1	-0.5%	-8.3%
CCS(=O)(=O)Nc1cccc(C2=NN(S(=O)(=O)c3ccc(C)cc3)C(c3ccco3)C2)c1 (configuration not stated)	8.6%	24.3%	-4.8%	.	-3.2%	-0.7%	-9.2%	-0.5%	2.0	-2.9%	-1.2%
CCOC(=O)C1(C)/C(=N/Nc2ccccc2Cl)C(=O)C(=O)N1c1ccccc1 (configuration not stated)	-2.9%	-13.8%	17.8%	-4.0	-14.5%	0.2%	-20.4%	8.9%	5.5	-2.5%	-2.6%

From PubChem BioAssay

Some of the compounds tested; rates above refer to the full screens.
